# Screens as filed in PubChem BioAssay.
# zVAD death inh: inhibitors of zVAD-triggered necroptosis, primary screen, L929 cells | L929 zVAD necroptosis rescue, ATP luminescence, 24 h; with zVAD 60 µM | viability rescue, % at 10 µM | 220,000 tested, 0.38% active;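 active = activation, scaled between plate controls, above about 75%, limit read from the data; inactive = activation under that limit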;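 also: 0% = zVAD with DMSO and 100% = DMSO alone without zVAD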
# Wee1 degr inh: Wee1 degradation inhibitors, primary screen, cell-based, HeLa, Wee1K328M-luciferase, luminescence; HeLa Luc-Wee1K328M stability; 100% = proteasome inhibitor MG132 effect; reporter increase, % at 5 µM; 220,000 tested, 1.2% active; AID 1321, 2008;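 active = activation above the mean of all tested compounds plus 3 SD, set per screening run, cut at about 8.8% in these data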;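 also: cells exposed to compound for 20 h before luminescence read; 0% = DMSO alone and 100% = MG132 at 30 µM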
# FXIa inh 1536: human FXIa protease inhibitors, primary screen, biochemical, 1536-well; Coagulation factor XI (Homo sapiens), P03951; purified FXIa, Boc-Glu-Ala-Arg-AMC fluorogenic substrate; inhibition, % at 5 µM; 220,000 tested, 0.14% active;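 active = inhibition of at least 40%; inactive = inhibition below 40%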;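 also: fluorescence of freed AMC excited at 355 nm; 0% = enzyme without compound and 100% = no enzyme blank; many of its hits are not listed in these tables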
# PPC-1+TRAIL kill: compounds killing PPC-1 cancer cells with TRAIL present, primary screen, TRAIL potentiator project, ATPLite luminescence, uHTS; AID 1443, 2008; 220,000 tested, 0.41% active; cell killing (% activity), % at 4 µM; PPC-1 cells + TRAIL, ATPLite viability luminescence;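 active = cell killing above 50% in the first pass at 4 µM, then a duplicate retest at 5 µM averaging 50% or more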;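 also: plate controls were cells with TRAIL plus DMSO for no effect and medium-only wells lacking cells for full effect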
# TbHK1 inh: Trypanosoma brucei hexokinase 1 inhibitors, primary screen, biochemical, G6PDH-coupled NADH absorbance, MLSCN library; AID 1430, 2008; hexokinase 1 [Trypanosoma brucei]; inhibition, % at 10 µM; recombinant TbHK1, G6PDH-coupled NADH A340; 220,000 tested, 0.11% active;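 active = inhibition of 50% or more in the single-dose primary screen; inactive = inhibition below 50%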
# CHOP inhibitor: inhibitors of CHOP promoter induction, primary screen, cell-based, unfolded protein response, luciferase reporter. CHO-K1 CHOP-promoter luciferase, tunicamycin-induced, 15-18 h. inhibition, % at 10 µM. 220,000 tested, 3.8% active. AID 2732, 2010;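 active = compounds that reduced the stress-induced luciferase reporter signal by more than about 70% of percent inhibition, limit read from the data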;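 also: 0% = tunicamycin plus vehicle and 100% = wells without tunicamycin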
# EP2 antag: human EP2 receptor antagonists, primary screen, TR-FRET cAMP, C6 glioma cells | Prostaglandin E2 receptor EP2 subtype (Homo sapiens), P43116 | C6 glioma cells expressing human EP2; cells stimulated with saturating PGE2 | inhibition, % at 25 µM | 260,000 tested, 0.52% active | AID 1422, 2008;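 active = percent inhibition above 40 after rounding to a whole number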;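 also: rat C6 glioma host cells with rolipram phosphodiesterase inhibitor present; the protocol text gives 20 µM as final concentration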
# Target sequence (P43116 whole entry, looked up): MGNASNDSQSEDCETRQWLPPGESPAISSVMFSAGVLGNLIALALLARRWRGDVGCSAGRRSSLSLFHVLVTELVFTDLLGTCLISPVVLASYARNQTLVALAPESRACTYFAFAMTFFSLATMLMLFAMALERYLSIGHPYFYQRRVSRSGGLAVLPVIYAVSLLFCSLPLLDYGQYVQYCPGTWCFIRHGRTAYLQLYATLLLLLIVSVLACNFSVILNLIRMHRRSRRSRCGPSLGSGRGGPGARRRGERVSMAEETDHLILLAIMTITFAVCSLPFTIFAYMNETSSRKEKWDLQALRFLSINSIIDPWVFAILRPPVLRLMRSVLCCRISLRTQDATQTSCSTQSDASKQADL
# FXIIa inh 1536: human FXIIa protease inhibitors, primary screen, biochemical, 1536-well; 220,000 tested, 0.3% active; purified FXIIa, Boc-QGR-AMC fluorogenic substrate, 2 h; inhibition, % at 5 µM; in the data active = inhibition above about 40%;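 also: 0% = enzyme with no compound and 100% = blank without enzyme; many of its hits are not listed in these tables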
# Target sequence (P00748 20-372 limits assumed): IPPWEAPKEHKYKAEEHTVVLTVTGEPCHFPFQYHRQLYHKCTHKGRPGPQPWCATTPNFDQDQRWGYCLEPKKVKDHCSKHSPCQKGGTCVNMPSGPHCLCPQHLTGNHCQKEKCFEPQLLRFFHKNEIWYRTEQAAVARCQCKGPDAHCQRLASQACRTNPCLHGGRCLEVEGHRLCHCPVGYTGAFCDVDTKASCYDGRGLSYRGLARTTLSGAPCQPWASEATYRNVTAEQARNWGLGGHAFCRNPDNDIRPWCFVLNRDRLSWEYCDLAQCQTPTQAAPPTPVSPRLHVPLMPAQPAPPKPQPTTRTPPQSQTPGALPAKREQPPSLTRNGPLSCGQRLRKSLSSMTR
# Target sequence (P00748 373-615 limits assumed): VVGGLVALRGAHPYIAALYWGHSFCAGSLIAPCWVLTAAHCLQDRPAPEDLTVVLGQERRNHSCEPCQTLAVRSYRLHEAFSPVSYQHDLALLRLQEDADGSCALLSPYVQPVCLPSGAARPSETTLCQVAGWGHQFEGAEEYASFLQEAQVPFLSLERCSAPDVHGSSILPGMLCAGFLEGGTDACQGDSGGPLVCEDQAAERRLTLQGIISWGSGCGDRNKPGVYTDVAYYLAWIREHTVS
# TNF death inh: inhibitors of TNF-alpha triggered necroptosis, primary screen, cell-based, Jurkat FADD-/-, single concentration; Jurkat FADD-/- TNF necroptosis rescue, ATP luminescence, 24 h; 0 = TNF only, 100 = no-TNF cells; activation (protection from cell death), % at 10 µM; 220,000 tested, 0.068% active;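 active = activation, meaning protection from cell death, of at least 50% relative to plate controls; inactive = activation below 50%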;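 also: necroptosis triggered by 40 ng/mL TNF-alpha added together with compound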
# * marks the source's active call; other numbers are inactive results; . = no result given; & = joins results of further samples.
SMILES,zVAD death inh,Wee1 degr inh,FXIa inh 1536,PPC-1+TRAIL kill,TbHK1 inh,CHOP inhibitor,EP2 antag,FXIIa inh 1536,TNF death inh
COC(=O)C(=Nc1ccccc1)/C(C(=O)C(=O)N(C)c1ccccc1)=C(\O)c1ccccc1,-0.1,-2,-2,-12,-32,-25,7,2,0.6
COCCn1nnnc1C(C(C)C)N(Cc1ccccc1)Cc1cc2cc(OC)ccc2[nH]c1=O (stereo not given),0.5,1,-3,30,-8,44,20,-8,-3.7
CCN(CC)S(=O)(=O)c1ccc(N=Cc2c(C)c(C#N)c(=O)n(C)c2O)cc1,7.3,5,9,-8,-36,1,8,8,2.6
COc1ccc(/C(O)=C2\C(=O)C(=O)N(c3cc(C)on3)C2c2ccccc2OC)cc1 (stereo not given),-0.3,-2,-1,13,-18,10,19,-4,-1.3
CC(=O)Nc1cccc(NC(=O)c2cc(-c3cccnc3)nc3ccc(Cl)cc23)c1,1.6,-2,-5,48,-23,-1,12,6,-4.7
CC(C)CC(O)(CC(C)C)C(=O)NNc1ccccc1,0.3,-2,8,21,3,0,14,10,-1.4
Cc1ccc(S(=O)(=O)n2cnc3cc([N+](=O)[O-])ccc32)c(C)c1C,1.1,-2,2,4,-10,17,21,12,-0.7
CCCCN(c1ccccc1)S(=O)(=O)c1ccc2c(c1)CCN2C(=O)CCC(=O)O,0.7,4,-14,20,6,-17,3,-10,-0.6
COC(=O)CC/C(O)=C1\C(=O)CC(C)(C)CC1=NCCc1nc2ccccc2[nH]1,0.9,0,-4,14,-3,8,9,5,2.0
CCc1ccccc1NC(=O)CN(C)C(=O)CSc1nnc(Nc2cccc(C)c2C)s1,1.3,-2,4,1,1,17,6,13,2.5
CCOC(=O)CN(C(=O)COc1nc(-c2ccccc2)cc(C)c1C#N)c1ccc(F)cc1,1.1,-3,-12,13,-9,6,7,0,0.6
Cc1cccc(NC(=O)C(C)OC(=O)c2ccccc2NS(=O)(=O)c2cc(C)c(C)c([N+](=O)[O-])c2)c1 (stereo not given),1.5,-2,0,25,5,9,1,9,4.2
O=C(c1ccccc1)N1CCSc2sccc2C1=O,0.0,1,-5,17,3,29,13,1,-0.4
CC(C)(C)c1ccc(S(=O)(=O)N2CCCC2C(=O)NC2=NCCS2)cc1 (stereo not given),0.6,3,-2,-5,0,22,8,22,0.5
COc1ccc(NCc2nnc(SCC#N)n2-c2ccccc2OC)cc1,0.3,-3,3,-6,-4,-26,11,24,-0.9

# 6 entries already listed, arranged by molecular weight, smallest number first.
SMILES,zVAD death inh,Wee1 degr inh,FXIa inh 1536,PPC-1+TRAIL kill,TbHK1 inh,CHOP inhibitor,EP2 antag,FXIIa inh 1536,TNF death inh
CC(C)CC(O)(CC(C)C)C(=O)NNc1ccccc1,0.3,-2,8,21,3,0,14,10,-1.4
COc1ccc(NCc2nnc(SCC#N)n2-c2ccccc2OC)cc1,0.3,-3,3,-6,-4,-26,11,24,-0.9
COC(=O)CC/C(O)=C1\C(=O)CC(C)(C)CC1=NCCc1nc2ccccc2[nH]1,0.9,0,-4,14,-3,8,9,5,2.0
CCCCN(c1ccccc1)S(=O)(=O)c1ccc2c(c1)CCN2C(=O)CCC(=O)O,0.7,4,-14,20,6,-17,3,-10,-0.6
CCc1ccccc1NC(=O)CN(C)C(=O)CSc1nnc(Nc2cccc(C)c2C)s1,1.3,-2,4,1,1,17,6,13,2.5
Cc1cccc(NC(=O)C(C)OC(=O)c2ccccc2NS(=O)(=O)c2cc(C)c(C)c([N+](=O)[O-])c2)c1 (stereo not given),1.5,-2,0,25,5,9,1,9,4.2

# Next section
SMILES,zVAD death inh,Wee1 degr inh,FXIa inh 1536,PPC-1+TRAIL kill,TbHK1 inh,CHOP inhibitor,EP2 antag,FXIIa inh 1536,TNF death inh
Cc1ccc2sc(NC(=O)c3ccc(N4C(=O)CCC4=O)cc3)nc2c1C,.,-2,3,10,-15,100*,5,9,-0.5
CCOC(=O)c1c(C)[nH]c(C(=O)CSc2nnc(-c3cccs3)n2Cc2ccccc2)c1C,0.3,1,-7,18,-7,79*,5,1,-1.9
COc1ccc(C2CC(c3ccccc3)=NN2C(=O)c2ccc(Cl)c([N+](=O)[O-])c2)cc1 (stereo not given),5.7,-3,-5,33,-5,-21,6,-4,-7.8
CCOc1ccc(/C=N/N(C)c2ccccc2)cc1OC,1.2,6,5,7,-2,100*,14,4,0.3
Cc1ccc2[nH]nc(C(=O)N3CCCC(C(=O)c4ccc(Cl)cc4)C3)c2c1 (stereo not given),0.3,-1,-1,-19,9,2,10,7,-3.8
COc1ccc(NC(=O)COc2nc(N(C)C)nc(N(C)C)n2)cc1,-0.4,0,3,27,6,-4,14,15,-1.2
CCOC(CNC(=O)CCc1c(C)nc2ncnn2c1C)OCC,0.6,-1,-6,-4,32,4,11,-1,0.2
CC(C)/C=C/C(=O)N1CCC(N2CCC(C(=O)N3CCOCC3)CC2)CC1,-0.2,-3,1,12,-15,11,0,3,0.6
CCOC(=O)c1ccc(NC(=O)CSc2ccc(-c3cccnc3)nn2)cc1,18,1,-3,8,6,-3,14,6,-1.4
CN(Cc1ccccc1)C(=O)C1CCCN(Cc2ccc(Cl)cc2)C1 (stereo not given),-0.3,-2,1,0,3,-21,-2,7,-1.3
C=CCC1(N(C(C)=O)c2ccccc2)CCCCC1,0.8,1,-4,11,0,7,4,-1,-0.2
CC1(C)C(=O)NCCN1C(=O)CC1C(=O)NCCN1CC(c1ccccc1)c1ccccc1 (stereo not given),0.1,-5,-4,-8,-6,3,7,-1,1.3
O=C1CN(C(=O)COC(=O)CNC(=O)c2ccc(Br)o2)c2ccccc2N1,1.2,6,-2,19,1,-33,8,8,3.7
CC(=O)Nc1ccc(-c2nnn(CC(=O)Nc3ccc4c(c3)OCO4)n2)cc1Cl,2.0,-3,-3,12,-7,21,9&6,4,0.2
COc1cc(CN(C)Cc2ccccc2)cc(OC)c1O,0.8,0,15,-20,6,23,13,26,-0.1

# Some of these compounds in order of the FXIIa inh 1536 value, rising.
Compound	Wee1 degr inh	FXIa inh 1536	TbHK1 inh	CHOP inhibitor	FXIIa inh 1536
CCOC(=O)c1c(C)[nH]c(C(=O)CSc2nnc(-c3cccs3)n2Cc2ccccc2)c1C	1	-7	-7	79*	1
CCOc1ccc(/C=N/N(C)c2ccccc2)cc1OC	6	5	-2	100*	4
COc1ccc(NC(=O)COc2nc(N(C)C)nc(N(C)C)n2)cc1	0	3	6	-4	15

# Remaining list, next part.
SMILES,zVAD death inh,Wee1 degr inh,FXIa inh 1536,PPC-1+TRAIL kill,TbHK1 inh,CHOP inhibitor,EP2 antag,FXIIa inh 1536,TNF death inh
COc1ccc(NC(=O)CSc2nc(N)c3cc4c(nc3n2)CCCC4)cc1,-0.9,-1,3,15,-1,12,9,12,-5.8
O=C(c1ccco1)N1CCN(S(=O)(=O)c2ccc([N+](=O)[O-])cc2)CC1,-1.8,-3,-1,8,-2,11,7,10,2.6
COc1ccc(S(=O)(=O)N2CCC(N3CCN(Cc4ccccc4)CC3)CC2)cc1,0.1,1,5,24,0,34,2,-4,1.8
C#Cc1ccc(C(=O)Nc2cc(C(N)=O)ccc2N2CCOCC2)cc1,4.7,0,1,9,-4,-15,7,11,0.3
Cc1cccn2c(=O)c(C=O)c(Cl)nc12,48,-3,4,13,-19,-4,11,2,0.8
O=S(=O)(c1cc(-c2nc3ccccc3s2)ccc1Cl)N1CCOCC1,0.0,0,-2,22,16,-12,8,14,-3.8
COc1cc(OC)c(C(=O)OCC(=O)N2CC(=O)Nc3ccccc32)cc1OC,1.9,2,-5,0,-4,9,9,7,-0.3
O=C(COC(=O)c1ccccc1Nc1ccccc1)c1ccccc1,-0.1,-2,6,-13,0,21,6,21,-4.4
Cc1c(Cc2ccccc2)c(=O)n2c([nH]c3ccccc32)c1C#N,0.8,6,8,10,-6,22,6,19,-1.4
COc1ccccc1C(=O)Nc1ccc2c(c1)nc(CN1CCN(C(C)=O)CC1)n2C,0.2,3,4,3,4,24,7,16,-1.2
COc1cc(NC2=CC(=O)CC(C)(C)C2)cc(OC)c1,1.5,-3,17,-3,-12,12,8,20,4.1
CCOC(=O)c1c(NC(=O)Cn2nnc(-c3ccccc3Cl)n2)sc(C)c1C,-0.1,1,21,4,-5,-6,.,18,0.4
Cn1c(=O)cc(NCCc2ccccc2)[nH]c1=O,0.3,-5,0,0,-3,-8,10,2,-2.3
Cc1nc(S/C(=C/c2ccc(OCc3ccc(C(=O)O)cc3)cc2)C(=O)O)n[nH]1,0.4,2,3,12,-14,-10,-1,4,2.0
COc1ccc(CN2CCNC(=O)C2CC(=O)NCCc2c[nH]c3ccccc23)c(OC)c1 (stereo not given),5.8,7,-5,18,-3,34,0,7,1.0
CCOC(=O)N1CCN(S(=O)(=O)c2ccc(F)c(C(=O)Nc3ccc(C(C)C)cc3)c2)CC1,.,5,1,9,-3,62,6,10,4.2
CCOC(=O)N1CCC(N2CCN(S(=O)(=O)c3ccc(C)cc3)CC2)CC1,-0.1,3,9,21,-5,-12,10,13,1.2
CCC12CN(C(=O)c3ccc(C)cc3)CC(CC)(CN(C(=O)c3ccc(C)cc3)C1)C2=O,-0.2,2,4,8,-4,18,2,2,-0.6
Cc1cccc(NC(=S)Nc2ccccn2)c1C,0.5,3,6,18,-3,-4,7,9,2.6
CC1CC(C)CN(C(=O)CNC(=O)Cn2ccc3ccccc3c2=O)C1 (stereo not given),3.2,1,-3,8,-9,4,2,7,0.7
CCN(CC)S(=O)(=O)c1cccc(C(=O)NC(C(=O)Nc2nnc(C)s2)C(C)C)c1 (stereo not given),1.9,-2,5,6,-6,9,15,15,1.3
Cc1ccc(Cl)cc1N(Cc1ccc(C(=O)NCc2cccnc2)cc1)S(=O)(=O)c1ccccc1,0.5,-2,4,11,-1,1,.,14,-7.3
COc1ccc(-n2nc(N)c(C(N)=O)n2)cc1,-0.7,1,-7,13,-17,-4,7,-1,0.0
CCC(C)(C)NC(=O)C(c1cccn1C)N(C(=O)Cn1nnc2ccccc21)c1ccc(OC)cc1 (stereo not given),-0.1,-1,-1,19,-4,-4,13,6,-0.7
O=C(Cn1cccc1)NC1CCCCCC1,0.5,3,19,7,1,-5,6,18,3.3
O=C(/C=C/c1ccccc1)N1CCN(C(=O)c2ccco2)CC1,0.3,0,7,0,-2,4,-1,15,-1.3
CC1=C(C(=O)OC(C)C)C(c2cccc(F)c2)n2ncnc2N1 (stereo not given),0.6,6,0,6,-2,17,11,9,-1.6

# These rows are one share of the data (hit frequency here may not be typical).
